CASP6 VEID inh: inhibitors of human caspase-6. P55212. purified caspase-6, Z-VEID-R110 cleavage fluorescence. inhibition, % at 12.5 µM. actives 0.53% (n = 350,000). AID 686996;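 active means mean inhibition across replicates at least about 35%, with every replicate also reaching that limit, limit read from the data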;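 further: 0% = median of neutral control wells and 100% = no fluorescence left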
RAD54 inh: RAD54 (human) branch migration inhibition. Q92698. RAD54 Holliday junction branch migration, FAM/BHQ fluorescence. inhibition, % at 10.4 µM. actives 0.14% (n = 360,000);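 active means mean normalized replicate activity at least 40 and at least half of replicates scoring 40 or more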;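 further: 0% = median of neutral control wells and 100% = median of positive control wells; inhibitors cause a drop in the FAM fluorescence signal; in these data hits start at about 50%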
XiGFP reactiv: X-chromosome reactivation activator; XiGFP mouse fibroblasts, % GFP-positive cells imaging, 3 d; cells co-treated with 5-aza-dC sensitizer; scaled so ellipticine positive control = 100%; activation, % at 7.58 µM; actives 0.055% (n = 360,000); AID 743238;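 active means mean normalized replicate activation at least 10% and every replicate at or above 10%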;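 further: 0% = median of on-plate neutral control wells and 100% = ellipticine 6 µM median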
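System: 68-5-11 XiGFP fibroblast line | Buffer or medium: DMEM containing 5-aza-dC | Compound: Single point | Times: Compounds 3 days, fix/stain 15 min at room temperature | Benchmarks: Positive control ellipticine, 6 µM final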
INS-1E GSIS act: GLuc luminescence reporter in INS-1E cells, primary screen for activators of glucose-dependent secretion of insulin. INS-1E GLuc reporter insulin secretion, 2-3 h. activation, % at 16.6 µM. actives 0.61% (n = 370,000). AID 743287;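 active means lowest replicate activation of at least 40%, so every replicate reaches that level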;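 further: 0% = median of neutral control wells and 100% = median of IBMX positive control wells; some compounds called inactive have numbers as strong as hits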
CFTR F508del cor: CFTR F508del correction in bronchial cells | CFBE cells, YFP halide quenching; stimulated with forskolin plus potentiator P3; % fluorescence drop versus neutral controls | activity (quench increase), % at 7.58 µM | actives 0.36% (n = 350,000) | AID 720511;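 active means mean added fluorescence quench of at least 8% versus neutral control, with both replicates also reaching 8%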;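 further: cells transiently co-express mutant CFTR-F508del with the halide-sensitive YFP; corrector assay measuring rescue of mutant channel to the surface after 24 h compound exposure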
E-selectin induc: induces E-selectin expression in human endothelial cells | AID 686992 | HUVEC E-selectin immunofluorescence imaging; normalized: neutral wells 0, TNF-alpha wells 100 | actives 0.37% (n = 260,000) | activation, % at 7.58 µM | P16581;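 active means mean E-selectin-positive cell signal at least 10% of the positive control, reached in at least 60% of replicates, without over 20% cell loss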;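 further: in these data hits start at about 27%; measured in HUVEC primary endothelial cells; signal is the percent of cells scored E-selectin positive by PE staining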
Target sequence (P16581 whole entry, looked up): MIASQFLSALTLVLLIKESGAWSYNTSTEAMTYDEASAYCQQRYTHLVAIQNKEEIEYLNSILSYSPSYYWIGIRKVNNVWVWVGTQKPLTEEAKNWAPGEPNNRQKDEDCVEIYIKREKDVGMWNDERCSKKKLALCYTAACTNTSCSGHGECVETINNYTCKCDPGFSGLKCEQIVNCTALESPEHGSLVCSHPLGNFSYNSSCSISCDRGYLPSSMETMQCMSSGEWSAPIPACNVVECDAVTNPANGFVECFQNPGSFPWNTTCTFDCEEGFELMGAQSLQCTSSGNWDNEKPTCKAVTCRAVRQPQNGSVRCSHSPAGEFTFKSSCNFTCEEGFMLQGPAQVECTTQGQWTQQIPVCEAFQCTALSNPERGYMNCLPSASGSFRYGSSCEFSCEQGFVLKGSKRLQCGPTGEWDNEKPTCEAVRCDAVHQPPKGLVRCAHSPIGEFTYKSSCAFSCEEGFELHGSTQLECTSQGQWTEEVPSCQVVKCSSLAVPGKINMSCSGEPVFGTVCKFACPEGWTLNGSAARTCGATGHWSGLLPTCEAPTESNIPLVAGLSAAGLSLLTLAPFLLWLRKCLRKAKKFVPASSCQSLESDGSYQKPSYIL
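Test system: HUVEC; input: 3,000 HUVEC/well; measured by: immunofluorescence imaging; read-out: % PE-positive cells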
DENV2 CPE: inhibitors of DENV2 cytopathic effect. actives 1.7% (n = 350,000). CPE inhibition, % at 9.99 µM. AID 651640. DENV2-infected cells, cytopathic effect rescue, plate reader; in the data active means CPE inhibition above about 20%, passing the limit was not always enough; tested in BHK-21 cells;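 further: 0% = median of neutral control wells and 100% = median of positive control wells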
RAD52 anneal inh: blocks human RAD52 DNA annealing. P43351. recombinant RAD52 DNA annealing, FRET fluorescence. inhibition, % at 18.7 µM. actives 0.46% (n = 360,000). AID 651710;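 active means every replicate showing at least 50% inhibition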
Target sequence (P43351 whole entry, looked up): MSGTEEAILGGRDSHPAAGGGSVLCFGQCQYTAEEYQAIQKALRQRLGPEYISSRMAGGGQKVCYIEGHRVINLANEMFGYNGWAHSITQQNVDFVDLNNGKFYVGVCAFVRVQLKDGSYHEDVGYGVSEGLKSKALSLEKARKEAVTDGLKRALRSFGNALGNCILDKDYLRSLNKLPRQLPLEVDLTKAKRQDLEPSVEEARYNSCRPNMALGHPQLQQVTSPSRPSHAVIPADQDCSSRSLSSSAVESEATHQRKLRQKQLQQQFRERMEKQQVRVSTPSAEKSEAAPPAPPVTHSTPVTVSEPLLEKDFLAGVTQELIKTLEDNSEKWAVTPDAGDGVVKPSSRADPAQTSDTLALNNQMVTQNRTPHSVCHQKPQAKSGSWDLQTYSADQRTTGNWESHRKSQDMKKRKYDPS
* = called active by the depositor; . = not tested or not shown; & = joins results of further samples.

SMILES	CASP6 VEID inh	RAD54 inh	XiGFP reactiv	INS-1E GSIS act	CFTR F508del cor	E-selectin induc	DENV2 CPE	RAD52 anneal inh
CC(C)(C)C1CCc2onc(C(=O)Nc3cccnc3)c2C1 (stereo not drawn)	1.7	-4.7	.	-9.2	2.7	.	-4.2	0.7
N#CCCN1CCC(N)=NC1=NC#N	-1.8	.	0.1	-2.5	1.0	-0.1	-15.8	-2.0
CN(C)c1ccc(/C=N/n2c(C3CCCCC3)n[nH]c2=S)cc1	-0.6	-14.1	-0.1	.	2.8	0.1	-2.6	97.4*
NC(=NCc1ccco1)NC(=O)c1ccccc1	-2.3	-1.2	0.0	10.6	-0.9	.	-0.8	-9.0
COc1ccc(/C=C/C(=O)OCC(=O)Nc2ccc(OC)c(S(=O)(=O)N3CCCCC3)c2)cc1	1.4	-0.2	-0.1	-10.9	-2.0	.	.	-21.3
Cc1onc(-c2c(Cl)cccc2Cl)c1/C(N)=N/OC(=O)C1CC1	0.7	1.6	0.2	-1.5	-0.4	-0.1	2.9	-11.4
C[C@H](CO)N1C[C@H](C)[C@H](CN(C)S(=O)(=O)c2cccs2)Oc2ccc(NC(=O)CCC(F)(F)F)cc2CC1=O	-2.2	-2.6	-0.4	-4.5	1.0	2.9	-5.8	3.9
CC1(C)CC(=O)C=C(c2ccc(Oc3ccccc3)cc2)C1=O	5.5	8.7	0.0	-16.8	-1.3	-0.3	3.8	-20.2
CN(C)S(=O)(=O)N1C(=O)c2ccccc2C1=O	1.0	-2.0	0.0	4.6	1.1	0.0	3.5	12.3
COc1nc2ccccc2nc1CCC(=O)O	2.4	-5.4	0.1	-0.2	0.2	.	7.8	-19.5
COc1ccc(NC(=O)Nc2ccc3c(c2)C(=O)N([C@@H](C)CO)C[C@@H](C)[C@@H](CN(C)C)O3)cc1	-0.5	7.3	-0.9	14.9	-2.7	-4.1	2.9	6.1
N/C(=N\OC(=O)CCCOc1ccc(Cl)cc1Cl)c1ccncc1	0.7	-2.9	0.1	-13.2	0.8	1.7	1.4	-18.5
COc1ccc(NC(=O)Nc2ccc3c(c2)[C@H]2C[C@@H](CC(=O)N[C@@H](C)c4ccccc4)O[C@@H](CO)[C@H]2O3)cc1	-0.1	8.0	-0.1	-5.1	-1.3	0.4	-5.0	-7.3
CCN(CC)S(=O)(=O)c1ccc(N2CCOCC2)c(NC(=O)c2cc(-c3ccccn3)nc3ccccc23)c1	.	.	0.2	0.7	-2.3	.	-6.1	-16.3
C[C@@H]1CN([C@H](C)CO)C(=O)c2cccc(NS(=O)(=O)c3cccs3)c2O[C@@H]1CN(C)Cc1ccc(Cl)c(Cl)c1	0.0	-14.1	0.0	-42.9	1.1	-12.6	1.9	-268.8

Shown with values under each structure: part of the list above
Screens in order: CASP6 VEID inh | RAD54 inh | XiGFP reactiv | INS-1E GSIS act | CFTR F508del cor | E-selectin induc | DENV2 CPE | RAD52 anneal inh
- N#CCCN1CCC(N)=NC1=NC#N
  -1.8 | . | 0.1 | -2.5 | 1.0 | -0.1 | -15.8 | -2.0
- CN(C)c1ccc(/C=N/n2c(C3CCCCC3)n[nH]c2=S)cc1
  -0.6 | -14.1 | -0.1 | . | 2.8 | 0.1 | -2.6 | 97.4*
- NC(=NCc1ccco1)NC(=O)c1ccccc1
  -2.3 | -1.2 | 0.0 | 10.6 | -0.9 | . | -0.8 | -9.0
- COc1ccc(/C=C/C(=O)OCC(=O)Nc2ccc(OC)c(S(=O)(=O)N3CCCCC3)c2)cc1
  1.4 | -0.2 | -0.1 | -10.9 | -2.0 | . | . | -21.3
- Cc1onc(-c2c(Cl)cccc2Cl)c1/C(N)=N/OC(=O)C1CC1
  0.7 | 1.6 | 0.2 | -1.5 | -0.4 | -0.1 | 2.9 | -11.4
- C[C@H](CO)N1C[C@H](C)[C@H](CN(C)S(=O)(=O)c2cccs2)Oc2ccc(NC(=O)CCC(F)(F)F)cc2CC1=O
  -2.2 | -2.6 | -0.4 | -4.5 | 1.0 | 2.9 | -5.8 | 3.9
- CC1(C)CC(=O)C=C(c2ccc(Oc3ccccc3)cc2)C1=O
  5.5 | 8.7 | 0.0 | -16.8 | -1.3 | -0.3 | 3.8 | -20.2
- CN(C)S(=O)(=O)N1C(=O)c2ccccc2C1=O
  1.0 | -2.0 | 0.0 | 4.6 | 1.1 | 0.0 | 3.5 | 12.3
- COc1nc2ccccc2nc1CCC(=O)O
  2.4 | -5.4 | 0.1 | -0.2 | 0.2 | . | 7.8 | -19.5
- COc1ccc(NC(=O)Nc2ccc3c(c2)C(=O)N([C@@H](C)CO)C[C@@H](C)[C@@H](CN(C)C)O3)cc1
  -0.5 | 7.3 | -0.9 | 14.9 | -2.7 | -4.1 | 2.9 | 6.1

(further entries)
SMILES	CASP6 VEID inh	RAD54 inh	XiGFP reactiv	INS-1E GSIS act	CFTR F508del cor	E-selectin induc	DENV2 CPE	RAD52 anneal inh
Cc1ccc(Nc2c(-c3ccc(N(C)C)cc3)nc3ncccn23)cc1	-7.6	2.0	0.0	4.0	-1.1	.	-2.4	-16.5
C[C@@H]1CN([C@@H](C)CO)C(=O)c2cc(NC(=O)c3ccccc3)ccc2O[C@@H](C)CCCCO[C@@H]1CN(C)S(=O)(=O)c1cccs1	.	4.6	0.0	0.5	-0.1	-0.1	45.2*	.
COc1ccc(OC2(C)CCN(Cc3ccc(-c4ccccc4)o3)C2)cc1 (stereo not drawn)	0.7	8.8	-0.1	.	-3.7	0.2	-2.6	-40.6
Cn1cc(Cc2ccc(C(=O)NCc3ccccc3)cn2)c2ccccc21	-1.7	-0.6	0.6	-11.4	-1.6	-1.0	-3.6	-19.3
CSc1nnc(NC(=O)c2nc(S(=O)(=O)Cc3ccccc3)ncc2Cl)s1	19.7	-0.5	0.9	-7.9	-0.5	.	6.4	-11.3
CCOC(=O)C1C(c2ccccc2O)NC(=O)NC1(O)C(F)(F)F (stereo not drawn)	-3.1	7.3	0.1	-10.1	-3.1	17.2	-1.8	-12.0
C[C@@H]1CCCCO[C@H](CN(C)C(=O)Cc2ccccc2)[C@H](C)CN([C@@H](C)CO)C(=O)c2cc(N(C)C)ccc2O1	.	.	2.1	-3.6	1.1	-0.2	.	.
Cc1noc(C)c1NC(=O)Nc1cccc2c1O[C@H](CN(C)S(=O)(=O)c1cn(C)cn1)[C@@H](C)CN([C@@H](C)CO)C2=O	-0.5	0.9	0.1	5.7	-3.4	-0.1	-4.7	2.8
CC(C#Cc1c([C@@H](C)Oc2ccccc2)nnn1Cc1ccccc1)Oc1ccccc1 (stereo partly drawn)	1.2	-14.6	-0.7	-5.8	3.1	-0.1	17.6	-12.1
CSc1ccc(/C=C2\NC(=O)NC2=O)cc1	-5.1	-7.1	0.1	28.9	0.3	.	-2.7	-42.9
COc1ccc(CCN=C(NS(=O)(=O)c2ccccc2)c2ccccc2)cc1OC	-8.0	13.9	0.0	3.3	0.6	0.1	11.8	-14.3
O=C(CN1CCOCC1)N1C[C@@H]2N[C@H](C1)C2c1ccc(-c2ccccc2)cc1 (stereo partly drawn)	-1.5&1.7	.	0.0&0.0	6.7&-9.6	-1.9&0.1	0.1&0.1	-1.3&4.2	7.3&10.1
COc1ccc(-c2[nH]ncc2CN2CCSCC2)c(OC)c1	0.2	.	-0.2	2.2	-1.5	0.5	-1.5	4.2
CCc1nc2nc(C)c(NS(=O)(=O)c3ccc(Br)s3)c(=O)n2[nH]1	2.8	-10.7	0.0	-0.8	-5.4	.	43.9*	0.8
CC(C)NC(=O)CN(Cc1ccc(F)cc1)C(=O)CCC(=O)Nc1nccs1	-5.4	-19.1	-0.1	6.6	2.7	0.0	-4.5	-8.3
CCC(=O)N(C)C[C@@H]1Oc2cc(C#CC3CC3)ccc2S(=O)(=O)N([C@@H](C)CO)C[C@H]1C	0.3	-9.1	-0.7	2.7	1.6	1.0	-9.4	1.9
COc1ccc([C@@H]2[C@@H]3C(=O)N(C(C)(C)C)C(=O)[C@@H]3[C@]3(Cc4ccccc4)C(=O)N(c4cccc(Cl)c4)C(=O)N23)cc1	-1.4	9.2	0.1	.	1.6	0.0	0.6	-14.0
Cc1noc(C)c1NC(=O)N(C)C[C@H]1OCCCC[C@@H](C)Oc2ccc(NC(=O)c3ccncc3)cc2C(=O)N([C@@H](C)CO)C[C@H]1C	-0.1	-5.1	0.3	16.3	-0.2	-0.5	7.9	-18.7
Cc1csc(NC(=O)C(C)N2C(=O)c3ccccc3S2(=O)=O)n1 (stereo not drawn)	-7.2	11.5	0.0	12.7	-2.4	-0.2	2.2	-5.6
CCCn1c(SCC(=O)NNC(=O)c2ccc(OC)cc2)nnc1C(C)C	-0.9	-1.2	0.2	17.0	1.6	.	-5.6	-5.1
Cc1nn(C)c(C)c1NS(=O)(=O)c1c(C)n[nH]c1C	0.6	-4.2	0.3	4.7	-4.7	-0.2	-7.8	-19.0
CSc1ccccc1OCc1cc(C(=O)N(C)CCc2c(C)n[nH]c2C)no1	-3.0	-6.1	0.1	-2.1	-1.4	.	-6.8	-24.8
OC[C@@H]1[C@@H](c2ccccc2)C2(CN(CC3CC3)C2)N1Cc1ccc(F)cc1	0.3	.	0.6	-16.9	1.2	-0.2	23.4*	6.4
COc1cc(C(=O)ON=C2C3CC4CC(C3)CC2C4)cc(OC)c1OC	-1.7	-3.9	0.0	-46.5	-3.1	.	6.4	-3.7
Cc1cc(NC(=O)OC(C)(C)C)c(-n2nnnc2C(C(=O)c2ccccc2)N2CCOCC2)cc1C (stereo not drawn)	-1.0	.	-0.2	18.7	-2.6	-0.1	-16.7	-30.8
O=C(OCCNc1nc(-c2ccccc2)nc2ccccc12)c1ccncc1	1.6	7.8	0.1	-7.0	0.9	.	-2.8	-22.2
CC1(C(=O)NNC(=O)c2ccc(=O)oc2)CC1Br (stereo not drawn)	41.5*	-3.8	0.2	-7.2	0.4	0.1	6.0	-307.9
Cc1ccc(NC(=O)CNCC(c2ccccc2)N(C)C)cc1F (stereo not drawn)	-5.8	4.2	0.2	-22.3	1.0	.	1.6	-7.2
Cc1ccc(C(=O)NNC(=O)c2csc(N3CCOCC3)n2)o1	21.7	-4.4	-0.1	4.1	-0.5	.	3.1	-2.4
COc1ccccc1C(=O)Nc1ccc2c(c1)n(C)c(=O)n2C	-2.5	-2.8	0.1	1.8	0.6	-0.6	-2.6	-9.7
CCC(=O)N1C[C@H](C)[C@@H](OC)CN(C)C(=O)c2ccc(NC(=O)Nc3ccc(Cl)cc3)cc2OC[C@@H]1C	1.3	.	0.2	-23.8	2.7	1.1	-7.3	-4.2
Nc1ccn([C@@H]2O[C@H](C(=O)N3CCCN(Cc4cccs4)CC3)[C@@H](O)[C@H]2O)c(=O)n1	-1.8	-1.4	0.0	-8.8	-2.4	10.3	1.0	-11.1
O=[N+]([O-])c1ccccc1CCc1ccccc1[N+](=O)[O-]	1.0	11.8	-0.2	8.8	-0.4	0.0	-4.0	-6.5
COc1ccc(-c2nc(C(=O)NCC3CCCO3)cc3c2[nH]c2ccccc23)cc1 (stereo not drawn)	-0.3	-5.5	.	-4.1	2.6	.	-12.0	-43.9

High-throughput results as filed in PubChem.
